Compound activity (PubChem BioAssay)
H37Rv inhibition = M. tuberculosis growth inhibition, HTS (AID 449762). M. tuberculosis H37Rv growth inhibition, 7H9 media; higher % means a stronger effect. one-dose inhibition, % at 25 µM; IC50 in µM for titrated hits. 330,000 compounds, 0.59% hits; in the data active = a potency from the dose series; inconclusive = inhibition above about 70% without an active follow-up result;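 note: bacterial growth assessed after seven days of incubation; strong numbers were not always called active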
VEEV TC-83 Vero = inhibitors of VEEV TC-83 cytopathic effect, confirmation, Vero cells (AID 588727) | 350,000 compounds, 0.13% hits | Vero cells, VEEV TC-83 cytopathic effect inhibition; higher % means a stronger effect | inhibition, % at 20 µM, or IC50 in µM where a hit was titrated; in the data active = a potency from the dose series; inconclusive = inhibition mostly from about 14% at the one dose, without a potency; inactive = the rest, 99 in 100 with inhibition below about 12%; note: strong numbers were not always called active
M. tuberculosis = growth inhibition of non-replicating M. tuberculosis (AID 488890); Mycobacterium tuberculosis non-replicating, growth inhibition; higher % means a stronger effect; inhibition, % at 25 µM; hits with a dose series show IC50 in µM; 320,000 compounds, 0.39% hits; in the data active = a potency from the dose series; inconclusive = inhibition mostly from about 82% at the one dose, without a potency; inactive = the rest, 99 in 100 with inhibition below about 76%;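 note: plate controls were DMSO cells for no effect and high antibiotic wells for full effect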
influenza NS1A = H1N1 influenza NS1A inhibitors, functional cell based assay (AID 504329); NS1A functional cell-based assay, percent inhibition; higher % means a stronger effect; inhibition, % at 12.5 µM; hits with a dose series show IC50 in µM; 340,000 compounds, 0.3% hits; in the data active = a potency from the dose series; inconclusive = inhibition above about 27% without an active follow-up result; note: strong numbers were not always called active
PhoP GFP inhibition = PhoP regulon inhibitors, Salmonella typhi PhoP promoter GFP reporter, confirmatory (AID 1850). inhibition, % at 50 µM; hits with a dose series show IC50 in µM. Salmonella Typhi PhoP-promoter GFP reporter, fluorescence, 4 h; higher % means a stronger effect. 310,000 compounds, 0.33% hits; in the data active = a potency from the dose series; inconclusive = inhibition mostly from about 25% at the one dose, without a potency; inactive = the rest, 99 in 100 with inhibition below about 19%;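 note: 0% = induced wells with vehicle and 100% = uninduced wells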
VEEV TC-83 Vero 10K pilot screen = recorded beside VEEV TC-83 Vero, whose call it bears; inhibition, %; measured here: 10K pilot screen inhibition
* marks the source's active call; other numbers are inactive results; i = inactive; ? = inconclusive; · = not tested or not shown.

SMILES	H37Rv inhibition	VEEV TC-83 Vero	M. tuberculosis	influenza NS1A	PhoP GFP inhibition	others
Cc1ccc(N(C(=O)Cc2cccs2)C(C(=O)NCC2CCCO2)c2ccncc2)cc1 (stereo unspecified)	-6%	7.7%	?	-23%	3%
CCOC(=O)N1CCN(C2CC(=O)N(c3ccccc3)C2=O)CC1 (stereo unspecified)	0%	0.2%	-1%	-8%	3%
COc1ccc(S(=O)(=O)N2CCC(C(=O)Oc3cccc(C)c3)CC2)cc1OC	-5%	0.5%	0%	6%	-6%
c1ccc(Nc2nc3ccccc3n3cnnc23)cc1	-6%	12%	-14%	-10%	-13%
Cc1cc(NC(=O)CSc2ncnc3ccccc23)no1	-10%	1.0%	-1%	14%	·
CCCNC(=O)C1CC(c2ccc(C(F)(F)F)cc2)=NO1 (stereo unspecified)	0%	0.5%	37%	-2%	-1%
Cc1ccc(C(=O)Nc2cccnc2Cl)cc1Cl	1%	0.9%	18%	-9%	1%
CC(=O)N1CCN(c2ccc([N+](=O)[O-])cc2)CC1	-5%	0.6%	-3%	-4%	4%
c1ccc(-n2cnc3cc(NCc4ccncc4)ccc32)cc1	?	2.0%	35%	3%	20%
CSc1nnnn1-c1cccc(O)c1	10%	0.9%	56%	0%	3%
O=C(NC1CCCC1)c1cc(-c2ccc(Cl)cc2)on1	-6%	0.9%	59%	-5%	10%
O=C(NC1CCN(Cc2ccccc2)CC1)C1CCN(S(=O)(=O)c2ccccc2)CC1	-4%	3.4%	9%	-4%	6%
COc1ccc(C(=O)/C=C/c2ccccc2OC)c(OC(=O)c2ccc([N+](=O)[O-])cc2)c1	32%	8.9%	?	18%	-6%
CCOC(=O)C1=C(C)NC(=O)NC1c1ccc(Br)s1 (stereo unspecified)	8%	0.2%	15%	7%	10%
S=c1[nH]nc(Cc2ccccc2)n1-c1cccc2ccccc12	5%	0.8%	-18%	-3%	-3%
C=CCn1c(COc2cccc3cccnc23)nnc1SCC(=O)O	2%	1.7%	-29%	-4%	12%
Cc1cc(C)nc(Nc2nc3ccccc3[nH]2)n1	10%	3.3%	23%	7%	4%
CN(C)C(CNS(=O)(=O)c1ccc2ccccc2c1)c1ccccc1 (stereo unspecified)	5%	i	7%	0%	6%
Cc1c(NC(=O)C(C)OC(=O)CCOc2ccccc2)c(=O)n(-c2ccccc2)n1C (stereo unspecified)	0%	0.6%	-1%	-3%	-5%
CS/C(=C\[N+](=O)[O-])Nc1ccc(C)cc1	16%	1.0%	?	-3%	1%
OCC[C@@H]1C[C@H](O)[C@@H](O)[C@@]2(Cc3ccccc3CO2)O1	0%	0.1%	11%	6%	10%	VEEV TC-83 Vero 10K pilot screen=0.7
CCOc1ccc(-c2nnn(CC(=O)N3CCN(c4ccc(OC)cc4)CC3)n2)cc1OCC	-18%	2.0%	12%	2%	2%
CCC(=O)N1C(C(=O)NCc2ccc(OC)cc2)CSC1c1ccc(OC)cc1 (stereo unspecified)	-15%	i	·	-5%	14%
O=C(CCc1nnc(-c2ccc(-c3ccccc3)cc2)o1)N1CCCCC1	11%	3.4%	38%	-5%	3%
O=[N+]([O-])c1ccccc1S(=O)(=O)Nc1ccc(-c2ccc3nncn3n2)cc1	-1%	2.2%	0%	-3%	7%
CCCn1c(=O)c2ccccc2n2c(SCCOc3ccccc3F)nnc12	0%	6.5%	7%	-3%	3%
Cc1ccc(CNC(=O)CN(c2cccc([N+](=O)[O-])c2)S(C)(=O)=O)cc1	4%	0.4%	-1%	2%	7%
O=C(Cc1cccs1)N1CCN(c2nc(-c3ccc(Cl)cc3)cs2)CC1	?	4.3%	64%	-3%	3%
COc1ccc(-c2nnc(-c3ccc(OCC(C)C)cc3)o2)cc1	6%	2.0%	20%	11%	-3%
Cc1cccc(-c2oc3ccccc3c2-c2ccc3c(c2)OCO3)c1	52%	1.7%	14%	8%	0%	VEEV TC-83 Vero 10K pilot screen=1.9

Structural class, those above containing an aryl thioether with sulfur outside any ring
SMILES	H37Rv inhibition	VEEV TC-83 Vero	M. tuberculosis	influenza NS1A	PhoP GFP inhibition	others
Cc1cc(NC(=O)CSc2ncnc3ccccc23)no1	-10%	1.0%	-1%	14%	·
CSc1nnnn1-c1cccc(O)c1	10%	0.9%	56%	0%	3%
C=CCn1c(COc2cccc3cccnc23)nnc1SCC(=O)O	2%	1.7%	-29%	-4%	12%
CCCn1c(=O)c2ccccc2n2c(SCCOc3ccccc3F)nnc12	0%	6.5%	7%	-3%	3%

The list continues:
SMILES	H37Rv inhibition	VEEV TC-83 Vero	M. tuberculosis	influenza NS1A	PhoP GFP inhibition	others
CC(NC(=O)Cc1cccs1)c1ccccc1 (stereo unspecified)	5%	i	13%	-3%	-4%
Cc1cc(C)n(CCCNC(=O)c2ccc3c(c2)NC(=O)CS3)n1	-5%	4.2%	10%	13%	2%	VEEV TC-83 Vero 10K pilot screen=5.3
Cc1ccc(NC(=O)C(CC(C)C)NC(=O)C2CCC(C)CC2)nc1 (stereo unspecified)	67%	i	30%	2%	0%
O=C(NCc1ccc(F)cc1)c1cccnc1	6%	1.8%	19%	-23%	-8%
O=C(O)c1ccccc1SCc1nc2ccccn2c1Br	1%	1.5%	-2%	0%	6%
CC(C)CC(NC(=O)c1ccccc1NC(=O)c1ccccc1)C(=O)O (stereo unspecified)	-2%	i	-33%	8%	9%	VEEV TC-83 Vero 10K pilot screen=2.9
O=C1CSC(c2ccc(F)cc2)N1c1c(F)cccc1F (stereo unspecified)	9%	0.2%	-1%	-1%	-1%
C=CCOc1cccc(C2/C(=C(/O)c3ccc4c(c3)CC(C)O4)C(=O)C(=O)N2CCN2CCOCC2)c1 (stereo unspecified)	43%	1.4%	10%	10%	-11%
N#C/C(=C\c1cc2ccccc2nc1N1CCOCC1)C(=O)Nc1ccc(N2CCOCC2)cc1	1%	4.6%	8%	9%	-19%
Cc1ccc(C)c(NC(=O)C2CCCN(c3cnccn3)C2)c1 (stereo unspecified)	-2%	1.8%	-7%	5%	8%
COc1cccc(NC(=O)C2CCCN2S(=O)(=O)c2ccc3c(c2)n(C)c(=O)c(=O)n3C)c1 (stereo unspecified)	1%	1.4%	-8%	-6%	1%
c1ccc(-n2ncc3c(N4CCCC4)ncnc32)cc1	-6%	4.9%	3%	-2%	-9%
CCOc1ccccc1N(CC(=O)Nc1c(C)n(C)n(-c2ccccc2)c1=O)S(=O)(=O)c1ccccc1	-6%	0.7%	10%	-15%	-6%
Cc1[nH]c(-c2ccc(F)cc2)cc1C(=O)N1CCN(c2ccccc2)CC1	8%	2.0%	-3%	6%	9%
O=C(CN1CCN(C(=O)c2ccccc2F)CC1)Nc1ccc(Br)cc1	-4%	1.4%	10%	0%	-9%
CCCOc1ccc(Br)cc1CSC(=N)N	8%	i	66%	-6%	20%
CCOC(=O)Cc1csc(NC(=S)NC(=O)c2cc(OC)c(OC)c(OC)c2)n1	0%	1.8%	29%	-7%	-4%
Cc1csc(=O)n1CCC(=O)OCC(=O)Nc1ccc(Cl)cn1	-1%	2.0%	-16%	-4%	3%
C/C=C/c1ccc(OCC(O)CN2CCCCCCC2)c(OC)c1 (stereo unspecified)	6%	0.2%	51%	13%	4%
CC(=O)Oc1ccc(/C=C2\N=C(C3CCCCC3)OC2=O)cc1	-1%	9.7%	9.1µM*	6%	-5%
Cc1ccc([N+](=O)[O-])cc1S(=O)(=O)N(C(=O)c1ccncc1)c1ccc2oc3c(c2c1)CCCC3	8%	0.5%	27%	-1%	-3%
COC(=O)c1sccc1NC(=O)Nc1cccc([N+](=O)[O-])c1	-7%	3.6%	-2%	-5%	-3%
CCOc1ccc(C(=O)NCC2CCCO2)cc1 (stereo unspecified)	-6%	3.1%	28%	5%	2%
Cc1cccc(N(CC(=O)NCc2ccc(F)cc2)C(=O)c2csnn2)c1C	0%	1.3%	13%	-10%	-5%
CC1C(=O)N2CCCc3cc(NC(=O)C4CC4)cc1c32 (stereo unspecified)	2%	2.8%	-7%	-4%	3%
CC1(C)C2CCC1(C)C(Nc1ccccc1)C2 (stereo unspecified)	-10%	0.1%	-1%	11%	-7%
C=CCC[C@H](Cc1ccc(F)cc1)C(=O)OC[C@@H](Cc1c[nH]c2ccccc12)NC(=O)[C@H](CC=C)CC(=O)NCCO	0%	2.3%	28%	-5%	·
O=C1CCC(C(=O)N2CCSCC2)CN1CCc1ccccc1 (stereo unspecified)	-5%	1.0%	-2%	5%	-5%
CCNC(=O)CC1C(=O)N(c2ccc(OC)cc2)C(=O)N1Cc1ccc(OC)cc1 (stereo unspecified)	-5%	3.7%	-7%	0%	0%
CNc1nc(-c2ccccc2)nnc1C(F)(F)F	0%	2.9%	-13%	-2%	2%
Cc1cc(Nc2nc3c(c(=O)n(C)c(=O)n3C)n2C)n(-c2ccc(Cl)cc2)n1	-6%	0.7%	3%	-1%	-5%
CCOC(=O)C1CCN(C(=O)c2ccc(S(=O)(=O)Nc3ccccc3OC)cc2)CC1	-3%	7.2%	11%	-15%	·
c1ccc(N2CCN(c3nc4ccccc4n4nnnc34)CC2)cc1	3%	4.8%	14%	-7%	3%
O=C(CNc1cc(S(=O)(=O)N2CCCC2)ccc1OCC(F)(F)F)Nc1cccc(C(F)(F)F)c1	-1%	5.6%	32%	8%	-1%
Cc1ccc(Nc2nnc(SCC(=O)NC3CC3)s2)cc1	-3%	2.6%	24%	-4%	·
CCOC(=O)CNc1c(-c2ccc(F)cc2)nc2cnccn12	-11%	2.5%	2%	-26%	1%
CN(C(=O)COC(=O)c1ccccc1SCC(=O)N1CCCC1)C1(C#N)CCCCC1	-3%	2.0%	1%	-11%	·
Cc1ccc(CNC(=O)c2ccc(N3CCC4(CC3)CC(c3cccc(Br)c3)=NO4)c(NC(=O)c3c(Cl)cccc3Cl)c2)cc1	-2%	1.5%	-6%	8%	-10%
Cc1ccc(S(=O)(=O)c2nnn3c2nc(N2CCCCC2)c2ccccc23)cc1	-7%	7.6%	-15%	-6%	-4%
Cc1ccc(C(=O)C(C)Oc2ccc3ccc(=O)oc3c2)cc1 (stereo unspecified)	12%	0.8%	58%	-4%	-2%
COc1ccc(CC(=O)Nc2ccc(F)c(F)c2F)cc1S(=O)(=O)N1CCOCC1	-4%	0.1%	-7%	0%	·
COc1cc(/C=N/Nc2nc(Nc3ccccc3)nc(N3CCOCC3)n2)ccc1OC(=O)c1ccco1	?	7.2%	65%	9%	-4%
N#Cc1ccc(C(=O)NC2CCCCCCC2)cc1	0%	0.4%	70%	-1%	9%
COc1cc(/C=C2\SC(=S)N(CCC(=O)N3CCCCC3)C2=O)cc(OC)c1OC	?	?	75%	12%	8%
OCCNC(=S)Nc1cccc(Cl)c1Cl	-4%	i	11%	-16%	6%
Cc1csc(NC(=O)Nc2ccc(Cl)cc2)n1	-1%	3.1%	50%	0%	-11%	VEEV TC-83 Vero 10K pilot screen=3.8
CC(N=C1CC(C)(C)CC(=O)/C1=C(/O)CCCN1C(=O)c2ccccc2C1=O)C(=O)O (stereo unspecified)	-3%	1.9%	3%	4%	-4%
O=C1CCC(=O)N1CNc1cccnc1	3%	0.4%	4%	1%	-1%	VEEV TC-83 Vero 10K pilot screen=1.3
CN1CCN(C(=O)c2ccccc2NC(=O)COc2ccccc2Cl)CC1	-4%	4.9%	-1%	-10%	-13%
Cn1cnnc1Sc1cc(N2CCN(S(=O)(=O)c3ccccc3)CC2)ccc1[N+](=O)[O-]	-3%	2.2%	13%	10%	-8%
Cc1c(C(=O)O)cccc1-n1c(C)cc(/C=N/NC(=O)c2cc3ccccc3o2)c1C	8%	0.2%	10%	3%	-10%
Cn1c(SCC(=O)c2ccc3c(c2)OCO3)nnc1C1COc2ccccc2O1 (stereo unspecified)	-19%	1.4%	3%	0%	-1%
COc1ccc(Cc2nnc(NC(=O)c3ccccc3F)s2)cc1	2%	0.8%	6%	-5%	-1%
O=C(OCc1nnc(-c2ccccc2)o1)c1cc([N+](=O)[O-])ccc1Cl	?	1.6%	6.3µM*	0%	-3%
CC(OC(=O)CCCc1nc2ccccc2s1)C(=O)NC(N)=O (stereo unspecified)	-8%	0.7%	0%	-9%	0%
O=C(c1ccc2c(c1)ncn2-c1ccc(F)cc1F)N1CCC2(CC1)OCCO2	9%	1.8%	10%	3%	-3%
COc1ccc(-c2ccc3c(N)c(C(=O)c4ccc(OC)c(OC)c4)sc3n2)cc1	-4%	4.8%	-1%	6%	0%
O=C(CCSc1nc(-c2ccc3c(c2)OCO3)cc(C(F)(F)F)n1)NCc1ccco1	-2%	2.9%	·	0%	-8%
